From PubChem BioAssay
AMA1-RON2 inh: disrupts binding of P. falciparum AMA1 to RON2; AlphaScreen AMA1-biotinylated RON2 peptide binding; Potency, µM (doses to about 58.2 µM), for inactives: at the top dose activity change, negative = inhibition, most hits filed as inhibitors; hit rate 0.2% among 360,000; AID 720542; active means well fitted inhibition curve with a large enough effect; inconclusive means small, poorly fitted or top-dose-only effect; inactive means no such curve, though single readings can be large or run the other way;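 further: potency means the concentration at half of the fitted maximal effect; 0% = vehicle wells and -100% = peptide control; nearly all actives have a fitted effect of over 45% in size; some results filed as inactive show a strong effect at the top dose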
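AMA1 (3D7) with his tag at 25 nM final met compounds first, then biotinylated RON2 peptide at 25 nM; detection used donor plus acceptor beads, 10 µg/mL apiece, read by AlphaScreen after 30 min at room temperature.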
HCMV antiviral: blocks human cytomegalovirus replication; HFF cells, HCMV-luciferase reporter, 72 h; active compounds read low; activity change, negative = inhibition, % at 57.5 µM; hit rate 4.5% among 410,000; AID 1259415; in the data active means activity change below about -60%; inconclusive means no clear call, values can overlap the other calls; inactive means above about -39%
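Compounds were evaluated in HFFs infected with an HCMV luciferase reporter virus (MOI 1 PFU/cell). Luciferase in lysates collected 72 h post infection served as the replication measure.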
* = called active by the depositor; ? = inconclusive; [ ] = another dose, or the depositor's remark. Unless noted, on the % scale 0 is the no-effect control and ±100 the full control effect. Some of the compounds tested; count on the stated rates, not on these rows.

SMILES | AMA1-RON2 inh | HCMV antiviral
CSc1ccc(OC2(C)CCN(Cc3ccccc3)C2)cc1 (stereo unspecified) | -26% | 10
CSc1ccc(Cn2c(C)c(C(=O)NCc3ccc4c(c3)OCO4)sc2=O)cc1 | -11% | 48
CCOC(=O)CC1(CCc2ccccc2)Oc2ccccc2O1 | 40%[activator] | -21
O=C(Oc1ccc[nH]c1=O)C1CC1 | 19% | -23
CCCn1c(=S)[nH]c2cc(C(=O)N3CCN(c4ccccc4)CC3)ccc2c1=O | -5% | -4
CSc1ccccc1CNc1nc(NCC2CC2)nc2ccsc12 | ? | ?
COC(=O)C[C@H]1CC[C@@H](NC(=O)Nc2ccc(C(F)(F)F)cc2)[C@@H](CO)O1 | 0% | 6
COc1ccc(C(=O)c2[nH]c(N)c(C(=O)NCCc3c[nH]c4ccccc34)c2-c2ccc(Cl)c(F)c2)cc1 | 63%[activator] | 14
O=C(Cc1cccnc1)N[C@@H]1CC[C@H](CCn2cc(Cc3ccccc3)nn2)O[C@@H]1CO | 1% | 32
CC1(C(=O)NS(=O)(=O)c2cccc(C#N)c2)CCN1C(=O)c1ccccc1CCc1ccccc1 (stereo unspecified) | -6% | 28
Cc1cn([C@H]2C[C@H](O)[C@@H](CCC(=O)NCCc3cccs3)O2)c(=O)[nH]c1=O | 8% | -3
COc1ccc(-c2[nH][nH]c(=O)c2NC(=O)c2ccc([N+](=O)[O-])cc2)cc1 | 7% | -22
O=C1CC(=O)N(C2CCCCC2)C(=O)N1c1ccccc1S(=O)(=O)Oc1ccccc1 | 3% | -1
COc1ccc(CCNC(=O)CN(c2ccccc2)S(=O)(=O)c2ccccc2)cc1 | 0% | -7
CCCCN(C)C(=O)c1sc(=O)n(Cc2c(C)noc2C)c1C | 35%[activator] | -33
CCC(=O)N1CCCC(C(=O)Nc2nc3ccccc3[nH]2)CC1 (stereo unspecified) | 0% | 29
COc1ccc(CN2C(=O)C(CC(=O)NCCN3CCOCC3)CC(C(=O)N3CCCCCC3)=C2C)cc1 (stereo unspecified) | 0% | -9
CCN(CC)C(=O)C1=C(C)N(CCCN2CCCC2=O)C(=O)C(CC(=O)NC2CCCCC2)C1 (stereo unspecified) | 8% | -8
O=S1(=O)CC(N2CCN(CC3CC3)CC2)CN1Cc1ccc(F)cc1 (stereo unspecified) | -2% | -11
Cc1ccc(S(=O)(=O)N(C)C[C@H]2OCc3cn(nn3)CCCC(=O)N([C@H](C)CO)C[C@@H]2C)cc1 | -3% | -21

Some of the entries above in another layout:
Sequence of screens: AMA1-RON2 inh | HCMV antiviral
> CCCn1c(=S)[nH]c2cc(C(=O)N3CCN(c4ccccc4)CC3)ccc2c1=O
    -5% | -4
> CSc1ccccc1CNc1nc(NCC2CC2)nc2ccsc12
    ? | ?
> COC(=O)C[C@H]1CC[C@@H](NC(=O)Nc2ccc(C(F)(F)F)cc2)[C@@H](CO)O1
    0% | 6

Carrying on:
SMILES | AMA1-RON2 inh | HCMV antiviral
CC(=O)c1ccc2c(c1)N(Cc1ccccc1Cl)C(=O)C(C)S2 (stereo unspecified) | 10% | -98*
COc1cc2c(cc1OC(C)=O)C(=O)CCCC2 | -4% | 44
CCNC(=O)C1(C)CCN(Cc2cccc(C(F)(F)F)c2)C1 (stereo unspecified) | 2% | ?
COc1ccc(C#Cc2cccc(-c3nc(C(=O)NCc4ccc(Oc5ccccc5)cc4)cc4c3[C@@H](CCO)N(S(=O)C(C)(C)C)C4)c2)cc1OC (stereo partly specified) | -17% | -28
COC(=O)[C@@]12C[C@@H](CC(=O)N3CCSCC3)C(=O)N(Cc3cccc4ccccc34)C1=CCC(C)(C)C2 | -21% | 46
O=C(Nc1ccccc1Cl)c1cc(C2CCCN(C(=O)c3cccc(O)c3)C2)on1 (stereo unspecified) | -2% | -23
CN(C(=O)c1ccc(NC(=O)Cc2ccccc2)cc1)c1ccccc1 | -9% | 67
CC1C(=O)N(Cc2cn(CCC3OCCO3)nn2)CCS(=O)(=O)N1Cc1ccc(-c2ccc(F)cc2)cc1 (stereo unspecified) | -7% | -17
COc1cc(C(C)=O)ccc1OCC(=O)Nc1ccc(S(=O)(=O)N2CCCCC2)cc1 | -8% | 13
COc1cc(CNc2ncnc3c2ncn3[C@H]2CN(Cc3ccncc3)C[C@@H](CO)O2)cc(OC)c1OC | -2% | -28
CO[C@H]1CN(C)C(=O)c2cc(NC(=O)C3CCOCC3)ccc2OC[C@H](C)N(Cc2nccs2)C[C@H]1C | 2% | -20
COC(=O)[C@]12CCCCC=C1N(Cc1ccccc1)C(=O)[C@H](CC(=O)NCc1ccc(C)o1)C2 | -7% | -1
C[C@@H]1CN([C@@H](C)CO)C(=O)c2cc(/C=C/c3ccccc3)cnc2O[C@@H]1CN(C)S(=O)(=O)c1ccc(F)cc1 | -5% | 8
COc1cccc(NC(=O)N(C)C[C@@H]2OCc3cnnn3CCCC(=O)N([C@@H](C)CO)C[C@H]2C)c1 | -2% | 6
CCCC(=O)N1CCC1(C)C(=O)NS(=O)(=O)c1ccc(C)cc1 (stereo unspecified) | 1% | -1
C#CCNC(=O)C[C@@H]1C[C@@]2(C(=O)OC)CC(C)(C)CC=C2N(Cc2cccc3ccccc23)C1=O | -21% | ?
COC1=CC(=O)OC(c2cccc(Cl)c2)C1 (stereo unspecified) | -3% | -32
O=C(O)c1cocc1C(=O)O | 8% | -6
CCCCNC(=O)C(NC(=O)Cc1cc(C(F)(F)F)cc(C(F)(F)F)c1)C(=O)c1ccccc1 (stereo unspecified) | -11% | -9
CCCc1nc2c3ccccc3ccn2c1Cc1cccc(Cl)c1 | -15% | 87
CCNC(=O)C1CCCN(C(=O)c2ccc(OC)cc2OC)CC1 (stereo unspecified) | -4% | -11
Cc1ccc(OC(=O)N(C)C[C@@H]2OCc3cnnn3CCCC(=O)N([C@@H](C)CO)C[C@H]2C)cc1 | 4% | 8
COc1ccccc1NC(=O)Nc1nc(C(N)C2CCCCC2)cs1 (stereo unspecified) | 84%[activator] | 39
Cc1cccc(C(=O)NNC(=O)C2CCCCC2)c1O | 21% | -19
COc1ccc(NC(=O)C2CC2(Cl)Cl)cc1S(=O)(=O)N1CCCCC1 (stereo unspecified) | 5% | -39
Cc1ccc2nc(-c3cccc(Br)c3)c(Cc3ccccc3C(F)(F)F)n2c1 | -3% | 23
CC1=C(C(=O)N2CCOCC2)CC(CC(=O)NCCCCc2ccccc2)C(=O)N1CCC1=CCCCC1 (stereo unspecified) | -8% | 4
CCOC(=O)C1=C(C)OC(=CC=Cc2ccccc2)C1=O | 21% | -6
O=C(C[C@H]1C[C@@H]2c3cc(NC(=O)Nc4ccccc4)ccc3O[C@@H]2[C@@H](CO)O1)NCC1CC1 | 10% | -11
COc1ccc(S(=O)(=O)N(C)C[C@@H]2OCc3cnnn3CCCC(=O)N([C@@H](C)CO)C[C@@H]2C)cc1 | -1% | 16
COc1ccc(NC(=O)C(c2ccnc3ccccc23)n2c(=O)c(-c3ccccc3)nc3ccccc32)cc1 (stereo unspecified) | -12% | -12
Nc1[nH]c(C(=O)c2ccc(Br)cc2)c(-c2ccc(Br)cc2)c1C(=O)NCCc1c[nH]c2ccccc12 | 16% | -5
CC(=O)c1ccc(S(=O)(=O)N2CCN(c3ccnc4cc(Cl)ccc34)CC2)cc1 | -3% | -70*
C[C@@H](NC(=O)c1ncn2c1c(=O)[nH]c1ccc(Br)cc12)c1ccccc1 | -6% | -100*
CC(NS(=O)(=O)c1cccc(Cl)c1F)[C@H](O)c1ccccc1 (stereo partly specified) | -1% | -17
COC(=O)C[C@@H]1CC[C@H](NS(=O)(=O)c2cccc(F)c2)[C@@H](CO)O1 | 3% | 13
CCc1nc2ccc(C(=O)NCc3ccc(OC)cc3)cn2c1N(CC)CCOC | 14% | -2
O=c1[nH][nH]c2c1C(c1ccc(Cl)c(Cl)c1)OC(CCc1ccccc1)C2 (stereo unspecified) | 94%[activator] | -39
Cc1cc2nc(C3CCCCC3)c(Cc3cccc(F)c3)n2c(C)c1Br | -16% | -27
CCNC(=O)C1CCCN(Cc2ccc(OCc3ccccc3)cc2)CC1 (stereo unspecified) | 0% | -64*
CCCNC(=O)C1(C)CCN(Cc2noc(-c3ccccc3OC)n2)C1 (stereo unspecified) | -3% | 8
COC(=O)[C@H]1C[C@H](OC(=O)Nc2c(C)noc2C)[C@@]2(O)CN(S(=O)(=O)c3ccc(C)cc3)CC2[C@H]1C(=O)OC (stereo partly specified) | -3% | -30
COc1ccc(NC(=O)CNCc2cccs2)c(OC)c1 | 5% | -34
O=C(Nc1ccc2c(c1)OCCO2)C1C(=O)Nc2ccccc2C(=O)N1C1CCCCC1 (stereo unspecified) | -7% | 19
CC(=O)Nc1cccc2cc(S(=O)(=O)O)ccc12 | 0% | 73
CCc1nc2c(OCc3cccc(OC)c3)cccn2c1N(C)C(=O)c1ccccc1F | -2% | -16
COc1ccc(CCN)cc1S(N)(=O)=O | 1% | -16
C[C@@H]1CN([C@H](C)CO)C(=O)CCCn2cc(nn2)CO[C@H]1CN(C)S(=O)(=O)c1ccc(F)cc1 | 46%[activator] | -6
O=C(COc1ccc(Cl)cc1)N1CCN(S(=O)(=O)c2cc(F)ccc2F)CC1 | 11% | ?
CN1CCN(c2ccc(CNC(=O)C3(C)Cc4c(-c5ccc6c(c5)OCO6)ccnc4O3)cc2)CC1 (stereo unspecified) | -17% | -1
CCOC(=O)C1=CCN(S(=O)(=O)c2ccccc2Cl)C1c1ccc(C)cc1 (stereo unspecified) | -1% | -20
C[C@@H]1CN([C@H](C)CO)C(=O)CCCn2cc(nn2)CO[C@H]1CN(C)S(=O)(=O)c1ccc(Oc2ccccc2)nc1 | 18% | -5
Cc1ccc(S(=O)(=O)NCCCCCCNS(=O)(=O)c2ccc(C)cc2)cc1 | -1% | -12
CC1(C(=O)NCc2ccccc2)CSCC(=O)N1CCc1c[nH]c2ccccc12 (stereo unspecified) | -21% | 17
CC(C)C[C@H]1CN(CCCC[C@H]2CNC(=O)C(=O)N2CC2CCCCC2)C(=O)C(=O)N1CCC1CCCCC1 | 3% | 20
CC(=O)Nc1cccc(-c2ccnc3c2CC(C(=O)NCCC(F)(F)F)O3)c1 (stereo unspecified) | -10% | -1
CC(=O)Nc1cccc(NC(=O)c2cccc(Cl)c2)c1 | -3% | -5
O=S(=O)(NC1CCN(Cc2ccccc2)CC1)c1ccc(F)c(F)c1 | -11% | 4
Cc1ccc(NC(=O)CSC(C)C(=O)OCc2cc(=O)oc3cc(O)ccc23)cc1 (stereo unspecified) | 14% | 6
CC(=O)Nc1cc(-c2cccnc2)cn2c(-c3cccc(C(F)(F)F)c3)cnc12 | 18% | -62*

Reprinted from the part before: 7 entries, followed by the next part.
SMILES | AMA1-RON2 inh | HCMV antiviral
CC1(C(=O)NCc2ccccc2)CSCC(=O)N1CCc1c[nH]c2ccccc12 (stereo unspecified) | -21% | 17
CC(C)C[C@H]1CN(CCCC[C@H]2CNC(=O)C(=O)N2CC2CCCCC2)C(=O)C(=O)N1CCC1CCCCC1 | 3% | 20
CC(=O)Nc1cccc(-c2ccnc3c2CC(C(=O)NCCC(F)(F)F)O3)c1 (stereo unspecified) | -10% | -1
CC(=O)Nc1cccc(NC(=O)c2cccc(Cl)c2)c1 | -3% | -5
O=S(=O)(NC1CCN(Cc2ccccc2)CC1)c1ccc(F)c(F)c1 | -11% | 4
Cc1ccc(NC(=O)CSC(C)C(=O)OCc2cc(=O)oc3cc(O)ccc23)cc1 (stereo unspecified) | 14% | 6
CC(=O)Nc1cc(-c2cccnc2)cn2c(-c3cccc(C(F)(F)F)c3)cnc12 | 18% | -62*
Cc1ccc(-c2nc3ccc(Br)cn3c2Cc2cccc(Cl)c2)cc1 | -14% | -7
CC(C)(C)n1nnnc1C(c1ccccc1)N1CCN(C(=O)c2ccco2)CC1 (stereo unspecified) | 5% | ?
CCc1nc(NCC2CC2)c2nnn(Cc3ccccc3)c2n1 | 14% | 2
CNc1cncc(-c2ccc(F)c(F)c2)n1 | 7% | ?
O=C(c1cc(C2CCCCN2C(=O)OCCF)on1)N1CCOCC1 (stereo unspecified) | 8% | 17
COc1cccc(C(=O)N2CCC[C@H]2C(=O)N2CCC[C@H]2C(=O)N[C@H](C)c2ccccc2)c1 | 2% | -15
c1cc(-c2ccc3nncn3c2)ccc1CN1CCOCC1 | 17% | 22
NC(=O)c1ccc(NCCc2ccco2)cc1 | -3% | 1
O=C(COC(=O)c1cccc(Br)c1)Nc1cccc(S(=O)(=O)N2CCCCC2)c1 | -1% | -35
COc1ccc(N(CC(=O)NCc2cccs2)S(=O)(=O)c2ccc(C(C)=O)cc2)cc1 | 0% | ?
NC(=O)N/C=C1\CCCOC1=O | -1% | -6
C[C@H](CO)N1C[C@H](C)[C@H](CN(C)S(C)(=O)=O)OCc2cnnn2CCCC1=O | 2% | -1
CCc1ccc([C@@H]2C[C@H]3[C@@H](CN2S(=O)(=O)c2ccc(C)cc2)C(=O)C[C@@H](c2ccccc2F)N3S(=O)(=O)c2ccc(C)cc2)cc1 | -3% | -11
CCC[C@H]1CN(c2ccccc2)C(=O)[C@@H]1CC(=O)Nc1ccc(OC)cc1 | 3% | -11
CC(C)c1ccc(C(=O)N2CCOCC2c2cc(C(=O)Nc3ccccc3)no2)cc1 (stereo unspecified) | 1% | 8
